Arrestin-AP2 inh: human beta-arrestin and AP2 interaction inhibition; 340,000 compounds, 0.31% hits; AID 504490; inhibition, % at 10 µM; FITC-arrestin peptide / GST-AP2 beads, flow cytometry; AP2 beta2 appendage carries R879A mutation;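 active = inhibition above a set limit, near 3 SD of compounds lacking own fluorescence, cut at about 54% in these data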;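 note: plate controls were DMSO wells for no effect and 5 µM unlabelled arrestin peptide for full effect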
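System: GST-tagged AP2 beta2-adaptin appendage (R879A) on 4 µm glutathione beads / Reagent: FITC-arrestin peptide, 50 nM / Detection: HyperCyt-sampled flow cytometry, FL1 channel, ex 488/em 535 nm / Timing: 12 min plus 1 h, RT / Buffer or medium: PBS plus Tween 20 (0.05%) and BSA (0.1%)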
AddAB inh: less growth of phage-infected E. coli with AddAB; E. coli expressing H. pylori AddAB, absorbance growth; inhibition, % at 11.9 µM; 330,000 compounds, 0.29% hits; AID 435030; in the data active = inhibition above about 12%;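 note: 0% = vehicle wells of infected cells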
Ecoli viability: reduces bacterial viability in AddAB counter-screen; 330,000 compounds, 0.27% hits; E. coli V3065 growth, OD600 absorbance, 18 h; AID 449728; inhibition, % at 11.9 µM;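 active = inhibition above the campaign's mean inhibition across all tested compounds plus 3 SD, cut at about 9.9% in these data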;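 note: uninfected addAB+ strain grown without phage in ampicillin broth; 0% = DMSO wells and 100% = ciprofloxacin 0.95 µg/ml wells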
phage Ecoli inh: E. coli growth loss with phage present; AID 651602; 360,000 compounds, 0.26% hits; growth absorbance; inhibition, % at 11.9 µM; in the data active = inhibition above about 11%
MOR-DOR ag: agonists of human mu-delta opioid receptor heterodimerization; P35372+P41143; cells, OPRM1-OPRD1 heterodimerization, luminescence; activation, % at 9.3 µM; 340,000 compounds, 0.3% hits; AID 504326; in the data active = activation above about 18%;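 note: 0% = vehicle-treated cells and 100% = reference agonist; values of inactives mirror those of a sister screen read the other way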
PKA-R1A activ: activators of PKA-R1A complex. PKA-R1A dissociation, Cy5-IP20 fluorescence polarization; scaled: DMSO 0%, 113 µM cGMP 100%. 340,000 compounds, 0.083% hits. activation, % at 11.4 µM;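 active = percent activation above the mean of all tested compounds plus 3 SD, cut at about 19% in these data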;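 note: higher means more PKAc released from R1A so a rise in polarization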
Mot1-301 SUMO: inhibitors of SUMOylation pathway: yeast Mot1-301 growth rescue; growth rescue, % at 18.8 µM; AID 2716; S. cerevisiae Mot1-301 growth rescue, ATP luminescence, 38.5C; percent above DMSO median, 100 means doubled; 320,000 compounds, 1% hits;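 active = every valid replicate shows activation above 250% relative to neutral control wells; inactive = the rest, any valid replicate at or below 250%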;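 note: OY570 slx delta 5 strain wells were the positive control but not used for scaling; some compounds called inactive have numbers as strong as hits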
OPRM1-OPRD1 inv: inverse agonist of human OPRM1-OPRD1 heterodimerization | P35372+P41143 | cell-based MOR-DOR heterodimer luminescence, inverse agonism | inhibition, % at 9.3 µM | 340,000 compounds, 0.21% hits | AID 504357; in the data active = inhibition above about 22%, passing the limit was not always enough;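 note: 0% = cells with DMSO and 100% = wells without cells with DMSO; values of inactives mirror those of a sister screen read the other way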
PfHsp90 yeast 2: growth inhibition of yeast expressing Plasmodium Hsp90; inhibition, % at 9.4 µM; AID 504621; 310,000 compounds, 0.32% hits; S. cerevisiae expressing PfHsp90, BacTiter-Glo ATP, 48 h; yeast lacking PDR1 and PDR3 efflux regulators;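 active = every replicate shows inhibition above about 80%, whatever the replicate mean, limit read from the data; inconclusive = mean inhibition reaches the set limit but some replicate falls short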;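 note: 0% = DMSO neutral controls and 100% = 20 µM radicicol positive controls; yeast relying on Plasmodium falciparum Hsp90 in place of its own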
Tat export inh: inhibitors of E. coli Tat protein transport | 340,000 compounds, 0.036% hits | inhibition, % at 10 µM | E. coli MC4100 TorA-mCherry Tat export, fluorescence | AID 488895;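 active = mean replicate inhibition at least 50% and at least half of replicates individually reaching 50%; inconclusive = only one of the two criteria met; inactive = neither criterion met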;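 note: exported cargo escapes ClpAP degradation while cytoplasmic cargo is degraded and loses fluorescence; 0% = median of neutral control wells and 100% = median of NaSCN control wells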
DSG3 Ab inh: inhibitors of pemphigus antibody binding to human desmoglein-3; DSG3-coupled beads, scFv-anti-DSG3-GFP binding, flow cytometry; active compounds read low; binding (percent of control), % at 10 µM; AID 588358; 310,000 compounds, 0.48% hits;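 active = binding more than 3 SD below its plate's average and above zero; inconclusive = below that plate limit but binding exactly zero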;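 note: hits lower antibody fragment binding to DSG3; some compounds called inactive have numbers as strong as hits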
Target sequence (P32926 whole entry, looked up, the tested form may be a part): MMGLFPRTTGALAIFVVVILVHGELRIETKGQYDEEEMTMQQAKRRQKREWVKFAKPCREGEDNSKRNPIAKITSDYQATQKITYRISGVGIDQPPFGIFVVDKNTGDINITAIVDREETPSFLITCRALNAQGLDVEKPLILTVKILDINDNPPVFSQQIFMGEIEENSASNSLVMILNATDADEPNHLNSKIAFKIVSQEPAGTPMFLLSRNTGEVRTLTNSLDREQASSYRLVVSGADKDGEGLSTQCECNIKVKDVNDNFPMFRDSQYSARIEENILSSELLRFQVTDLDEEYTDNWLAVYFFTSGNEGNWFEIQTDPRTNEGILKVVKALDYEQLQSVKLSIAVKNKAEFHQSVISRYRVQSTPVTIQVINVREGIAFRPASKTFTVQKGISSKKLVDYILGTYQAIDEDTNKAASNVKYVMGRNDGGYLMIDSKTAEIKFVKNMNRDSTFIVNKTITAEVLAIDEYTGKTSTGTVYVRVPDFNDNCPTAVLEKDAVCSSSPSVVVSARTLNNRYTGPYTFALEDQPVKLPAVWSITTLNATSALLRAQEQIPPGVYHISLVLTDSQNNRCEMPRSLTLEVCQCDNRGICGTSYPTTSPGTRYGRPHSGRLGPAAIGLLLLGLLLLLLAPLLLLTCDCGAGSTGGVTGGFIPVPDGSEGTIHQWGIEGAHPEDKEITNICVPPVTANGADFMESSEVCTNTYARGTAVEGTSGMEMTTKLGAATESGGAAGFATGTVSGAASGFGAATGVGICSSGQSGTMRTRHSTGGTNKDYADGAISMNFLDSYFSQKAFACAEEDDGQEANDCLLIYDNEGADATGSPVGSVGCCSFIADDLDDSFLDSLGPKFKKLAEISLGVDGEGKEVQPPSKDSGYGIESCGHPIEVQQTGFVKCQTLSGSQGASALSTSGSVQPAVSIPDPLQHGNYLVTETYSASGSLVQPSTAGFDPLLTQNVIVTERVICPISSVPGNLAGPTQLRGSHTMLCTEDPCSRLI
* hit, by the source's call; u = inconclusive; x = no result given.

SMILES	Tat export inh	phage Ecoli inh	AddAB inh	OPRM1-OPRD1 inv	PfHsp90 yeast 2	Ecoli viability	Mot1-301 SUMO	MOR-DOR ag	Arrestin-AP2 inh	DSG3 Ab inh	PKA-R1A activ
CC(=O)N(c1ccccc1)c1c(F)c(F)c(F)c(F)c1F	-5	0.6	-1.6	14	9	-3.6	58	-3.3	8	100	-13
Cc1ccc(-c2csc(N(CCCN(C)C)C(=O)c3ccco3)n2)cc1	1	0.4	0.3	-19	2	1.4	-4	4.2	12	96	0
Cc1ccc(C(=O)CCC(=O)OCC(=O)N(C)c2c(N)n(Cc3ccccc3)c(=O)[nH]c2=O)cc1	-1	1.6	-0.5	1	10	-0.9	-16	-0.2	7	103	3
O=C(COC(=O)c1ccc(F)cc1)Nc1ccccc1N1CCOCC1	-5	1.4	1.6	4	4	-0.5	-5	-0.9	-10	101	4
O=C(CCNC(=O)c1ccccc1Cl)Nc1nc2ccccc2[nH]1	-1	3.3	1.8	14	-5	-1.2	-12	-2.6	10	114	-8
Cc1ccccc1C(=O)N1CCN(c2nc(N3CCOCC3)nc(N3CCOCC3)n2)CC1	-8	3.4	1.9	4	-4	0.0	7	-1.0	-6	x	3
O=C(Nc1ccc(Oc2ccccc2)cc1)N[C@@H](Cc1ccccc1)C(=O)O	-3	1.2	0.2	11	-12	0.7	1	-2.0	-2	105	-6
NC(=O)[C@@H]1CCCN1Cc1nc(Cc2cccc(C(F)(F)F)c2)no1	-9	2.4	4.0	12	5	1.0	-1	-2.1	11	110	-12
O=C(Nc1nnc(-c2ccccc2)o1)Nc1ccc(F)cc1F	-3	7.0	0.5	11	1	-3.2	6	-2.1	8	86	-5
Cc1ccc2cc(CCNC(=O)c3ccco3)c(=O)[nH]c2c1C	-1	8.0	8.3	10	-10	4.9	-1	-2.0	-6	98	2
COc1cccc(NC(=O)CN(C2=NC3CS(=O)(=O)CC3S2)c2cccc(C)c2)c1 (centres undefined)	10	1.2	-3.9	16	-7	-2.2	8	-2.9	-5	84	-18
Cn1nc(-c2ccccc2)c(C(O)c2ccc(Cl)cc2)c1Cl (centres undefined)	3	2.3	7.4	5	1	0.2	17	-1.0	-1	101	-19
O=C(Cn1cc([N+](=O)[O-])cn1)Nc1nc2ccccc2s1	-2	2.8	1.8	11	23	4.3	404	-1.9	3	100	-2
O=[N+]([O-])c1ccc(/C=C/C2=NN(c3ccccc3)C(c3ccco3)C2)o1 (centres undefined)	-10	20*	x	-14	5	x	x	3.1	-46	180	8
CCC(C)(C(=O)NC1CCCCC1)N(Cc1ccco1)C(=O)c1ccccn1 (centres undefined)	-7	2.6	-2.4	10	x	-2.6	234	-1.6	22	x	1
c1cncc(-c2nc(NCc3ccco3)c3ccccc3n2)c1	-8	-0.3	-0.5	9	-22	0.9	4	-1.5	-3	105	-10
N#Cc1nc(Cc2ccccc2)oc1N1CCN(c2cccc(Cl)c2)CC1	-3	x	0.8	-7	10	-0.5	-26	1.3	2	107	2
O=C(ONC(=O)C1C2C=CC(C2)C1C(=O)NOC(=O)c1ccccc1)c1ccccc1 (centres undefined)	-5	6.7	x	3	-3	x	x	-0.7	35	97	2
CC(CCO)Nc1nc2c([nH]1)c(=O)n(C)c(=O)n2C (centres undefined)	-6	-1.4	3.0	10	-12	2.0	0	-1.8	1	100	-11
O=C(Nc1nccs1)c1nc(-c2ccccc2)n(-c2ccccc2)n1	-1	1.7	0.4	13	-6	-1.6	314*	-2.3	1	112	2
O=C1CN(C(=O)/C=C/c2ccc(Br)cc2)CCN1	-8	3.2	x	8	7	x	15	-1.8	27	95	-4
CCN(CC(=O)Nc1cc(Cl)ccc1C)C(=O)C1COc2ccccc2O1 (centres undefined)	4	1.1	1.7	-1	x	2.8	-11	0.2	-10	101	-5
NCCCn1cnc2ccccc21	-5	1.5	1.0	8	4	2.1	x	-1.5	-7	97	-1
O=c1oc2cc(O)c(Cl)cc2c2ccccc12	-6	-1.5	1.4	12	-3	-0.7	54	-2.8	6	107	5
Cc1ccc(S(=O)(=O)N2CCCN(C(=O)CNC(=O)c3ccccc3)CC2)cc1	-6	3.5	x	-5	x	x	x	0.7	43	110	4
CCn1cc(C(=O)NCc2ccc3c(c2)OCO3)c2cc(OC)c(OC)cc2c1=O	-7	1.1	-0.6	14	12	-1.3	1	-2.5	1	107	-4
N/C(=N\NC(=O)c1ccc(Cl)cc1)c1cnccn1	-4	-12	-6.7	7	12	-8.5	49	-1.4	-2	104	-8
Cn1cc(S(=O)(=O)N2CCC(Cc3ccccc3)CC2)c(=O)n(C)c1=O	6	2.0	-3.7	4	-33	1.7	-2	-0.7	0	86	-8
COC(=O)N/C(C)=C1/NC(=O)c2ccccc2C(c2ccccc2)N1 (centres undefined)	-12	-1.6	0.7	6	9	0.6	124	-1.0	-1	111	-3
CCOCCCNC(=O)c1cn(C)c(=O)c2cc(OC)c(OC)cc12	2	2.0	0.2	12	-7	-0.4	-5	-2.0	3	104	-2
CCNc1cccc2c1C(=O)N(C)C2=O	-8	2.4	-0.6	3	7	0.7	16	-0.5	0	103	8
CC1CCCC(C)N1C(=O)COC(=O)c1cc(S(=O)(=O)N2CCOCC2)ccc1Cl (centres undefined)	-6	1.1	-1.9	13	x	0.8	7	-2.6	39	102	14
COc1ccc(Nc2nc(-c3ccccc3O)nc3ccccc23)cc1	0	3.7	0.4	-14	-35	3.4	0	3.0	-2	104	-13
COc1ccc2c3c(c(=O)oc2c1OCC(N)=O)CCCC3	u	2.1	4.4	9	-11	2.3	-4	-1.6	-4	107	-2
COc1ccc(NC(=O)CNC(=O)c2nn(-c3ccc(OC)c(Cl)c3)c(=O)c3ccccc23)c(OC)c1	-4	1.6	0.3	9	2	-0.8	384	-1.8	-7	104	-2
O=C(Nc1cccnc1)c1ccc(Cl)c(S(=O)(=O)N2CCCCC2)c1	0	1.4	-2.4	4	21	-1.0	0	-0.8	-12	110	-15
COc1ccc(CCN=C(N)NS(=O)(=O)c2cccs2)cc1OC	-8	5.2	2.9	8	x	-0.6	x	-1.3	-3	83	-9
O=C(c1cccs1)N1CCC(c2nc3c(nnn3Cc3cccc(Cl)c3)c(=O)[nH]2)CC1	7	0.4	2.2	-2	-19	-1.1	-9	0.4	7	121	1
CCc1nc(SCC(=O)N2CCCC2)c2c(=O)n(C)c(=O)n(C)c2n1	2	0.9	4.2	6	47	0.0	-8	-1.1	7	x	-6
CCn1cc(C(=O)NCc2ccco2)c(=O)c2cc(S(=O)(=O)N3CCCC3)ccc21	3	2.3	0.0	12	14	1.8	x	-2.3	-5	98	-3
CC1(C)SC(=S)N(/N=C/c2ccc(O)cc2)C1N(O)C(=O)Nc1ccc([N+](=O)[O-])cc1 (centres undefined)	6	5.4	2.7	19	2	1.4	-13	-3.3	12	109	0
Cc1cc(C)cc(NC(=O)COC(=O)c2cc(C)oc2C)c1	-2	5.3	4.4	-15	-1	1.2	2	2.7	-6	98	6
CCN(Cc1ccccc1)CC(O)COc1ccccc1 (centres undefined)	7	3.3	-0.7	-1	20	-0.3	-5	0.2	1	101	-10
CC1=CC(=C(C#N)c2nc3ccccc3s2)C=C(C)N1c1ccc(F)cc1	-4	1.0	3.3	-6	-8	2.6	-1	1.0	4	94	8
Cc1ccc(NC(=O)Cn2nc(C(=O)O)c3ccccc3c2=O)cc1S(=O)(=O)N1CCCCCC1	2	-0.9	x	11	x	x	x	-2.8	25	101	8
COc1ccc(CC(=O)NC2CCS(=O)(=O)C2)cc1 (centres undefined)	-3	0.4	-0.2	-3	x	0.4	-10	0.5	6	110	8
CCCc1[nH]n(-c2ccc([N+](=O)[O-])cc2)c(=O)c1C=NCCCn1ccnc1	8	3.9	3.2	-6	12	-1.8	-15	1.1	15	112	3
COc1ccc(N(CC(=O)N2CCN(c3ccccc3F)CC2)S(=O)(=O)c2ccc(C)cc2)cc1	4	-0.1	2.9	5	-8	1.3	26	-0.9	6	101	13
O=C(O)c1ccc(NC2=C(n3nnc4ccccc43)C(=O)c3ccccc3C2=O)cc1	-2	1.5	2.8	-36	-1	0.9	6	6.8	27	96	3
CN1CCN(c2nc(-c3ccc(Cl)cc3)cc(=O)[nH]2)CC1	-2	2.1	2.1	3	7	0.1	6	-0.6	-6	98	7

Other records follow:
SMILES	Tat export inh	phage Ecoli inh	AddAB inh	OPRM1-OPRD1 inv	PfHsp90 yeast 2	Ecoli viability	Mot1-301 SUMO	MOR-DOR ag	Arrestin-AP2 inh	DSG3 Ab inh	PKA-R1A activ
Cc1no[n+]([O-])c1COc1ccc(/C=C2\NC(=S)NC2=O)cc1	-11	3.0	2.7	11	-7	0.3	-32	-2.7	15	104	-6
N#Cc1ccc(C(CC(=O)O)N2Cc3ccccc3C2=O)cc1 (centres undefined)	-3	0.2	0.2	13	10	0.8	-3	-2.6	-8	96	-13
COc1cc(C(=O)NCCC(=O)NCc2c(F)cc(F)cc2F)cc(OC)c1OC	3	0.5	1.5	0	-46	-0.7	1	0.1	12	111	-3
CN(C)c1nc(SCCOC(=O)COc2ccc(Cl)cc2Cl)nc(N(C)C)n1	8	1.6	0.7	21	4	-1.5	6	-4.6	-2	122	6
O=C(COC(=O)/C=C/c1ccccc1)Nc1cc(C(F)(F)F)ccc1N1CCOCC1	-1	2.8	2.4	8	12	-0.8	-2	-1.1	12	94	4
O=[N+]([O-])c1ccccc1S(=O)(=O)c1ccccc1[N+](=O)[O-]	-6	2.9	-3.2	-2	-11	-1.4	2	0.4	-1	95	7
CCNC(=O)CC1SC(=Nc2ccc(C)c([N+](=O)[O-])c2)N(C)C1=O (centres undefined)	x	1.0	0.2	x	x	-1.6	-4	x	-2	113	x
Cc1ccc(-n2nc3c(c2NC(=O)c2ccc(Br)o2)CSC3)c(C)c1	-9	3.4	-2.1	5	-12	-4.7	-9	-0.8	3	86	-25
COC(=O)CSc1nnc(-c2ccccn2)n1Cc1ccco1	12	2.1	2.9	4	-1	-2.8	1	-0.8	-8	110	-8

Source: PubChem (several laboratories)
